# SKN-1 block: C. elegans SKN-1 inhibition. C. elegans VP596 Pgst-4::GFP/RFP ratio, acrylamide-induced, 24 h. inhibition, % at 21.8 µM. 360,000 tested, 0.49% active;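 active means interference check ratio from 0.5 to 1.5 plus GFP to RFP signal ratio inhibition reaching or exceeding a fixed threshold, cut at about 30% in these data, passing the limit was not always enough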; further: some compounds called inactive have numbers as strong as hits
# FAS TE block: blocks the thioesterase domain of human fatty acid synthase; P49327; recombinant FAS-TE, OMFH fluorogenic substrate, fluorescence endpoint; inhibition, % at 15 µM; 360,000 tested, 0.67% active;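 active means compounds whose normalised, plate-corrected inhibition of enzyme fluorescence in the single-dose primary screen is 50% or more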;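 further: 0% = DMSO with enzyme and 100% = substrate without enzyme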
# eLon inh: inhibits E. coli Lon protease. P0A9M0. purified E. coli Lon protease, fluorescence polarization. inhibition, % at 7.94 µM. 360,000 tested, 0.42% active. AID 602123; in the data active means inhibition above about 13%, passing the limit was not always enough;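 further: 0% = enzyme with probe and DMSO and 100% = no enzyme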
# Target sequence (P0A9M0 whole entry, looked up): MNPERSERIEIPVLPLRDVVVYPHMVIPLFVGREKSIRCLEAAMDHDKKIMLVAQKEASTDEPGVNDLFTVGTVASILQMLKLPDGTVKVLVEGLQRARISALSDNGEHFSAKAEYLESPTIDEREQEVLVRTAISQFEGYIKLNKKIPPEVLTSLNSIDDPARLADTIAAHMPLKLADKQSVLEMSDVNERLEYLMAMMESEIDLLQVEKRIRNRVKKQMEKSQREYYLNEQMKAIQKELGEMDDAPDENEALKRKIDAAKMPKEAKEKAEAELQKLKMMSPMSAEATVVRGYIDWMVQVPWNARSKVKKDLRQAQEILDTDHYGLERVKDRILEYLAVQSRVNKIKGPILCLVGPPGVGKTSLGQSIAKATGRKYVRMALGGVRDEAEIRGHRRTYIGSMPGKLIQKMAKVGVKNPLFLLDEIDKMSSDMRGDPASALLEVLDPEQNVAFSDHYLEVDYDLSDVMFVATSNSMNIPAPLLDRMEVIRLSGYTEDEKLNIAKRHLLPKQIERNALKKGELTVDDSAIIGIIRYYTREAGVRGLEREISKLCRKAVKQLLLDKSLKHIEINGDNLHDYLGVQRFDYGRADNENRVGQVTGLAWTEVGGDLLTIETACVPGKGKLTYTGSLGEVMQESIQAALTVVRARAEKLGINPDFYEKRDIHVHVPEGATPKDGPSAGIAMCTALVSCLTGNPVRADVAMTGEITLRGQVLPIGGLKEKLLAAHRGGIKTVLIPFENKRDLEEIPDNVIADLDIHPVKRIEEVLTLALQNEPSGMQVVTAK
# MsrA inh: inhibits bovine methionine sulfoxide reductase A. purified bovine MsrA, absorbance read-out. inhibition, % at 15.5 µM. 360,000 tested, 0.75% active. AID 651718; in the data active means inhibition above about 4.5%;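 further: 0% = vehicle wells with enzyme and 100% = reference inhibitor wells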
# Tb MetRS inh: blocks T. brucei methionyl-tRNA synthetase activity. AID 624268. purified T. brucei MetRS, ATP depletion, Kinase-Glo luminescence. inhibition, % at 11.9 µM. 360,000 tested, 0.4% active;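 active means inhibition above a per-plate cutoff of the control wells' mean inhibition plus 3 SD, cut at about 5.5% in these data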;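 further: 0% = DMSO wells median and 100% = median of wells with control inhibitor compound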
#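 technique = Kinase-Glo luminescence, ATP depletion format | system = purified MetRS (methionyl-tRNA synthetase) enzyme from Trypanosoma brucei | timing = 15 min preincubation, 2 h reaction, all 25 °C | evaluation = percent inhibition versus plate control medians | dosing = single dose, 11.9 µM final nominal, 0.9% final DMSO | also added = substrates ATP, L-methionine and bulk Escherichia coli tRNA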
# MLLE-PAM2 inh: inhibitors of microRNA-mediated deadenylation, human PABP1 MLLE binding; GST-MLLE / FITC-PAM2 fluorescence polarization; P11940; inhibition, % at 20 µM; 360,000 tested, 0.36% active; in the data active means inhibition above about 35%, passing the limit was not always enough;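 further: plate controls were DMSO wells with GST-MLLE for no effect and wells lacking GST-MLLE protein for full effect; some results filed as inactive read as strong as hits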
# MT1-MMP act inh: blocks activation of human MT1-MMP; HT1080 RFP-PRO-GFP cells, GFP/RFP ratio fluorescence, overnight; percent of plate control window, DMSO zero; GFP/RFP ratio change, % at 20 µM; 360,000 tested, 0.061% active; AID 651647;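 active means GFP/RFP ratio change of at least 30% with cell ATP level not reduced by more than half and red fluorescence within 50% of control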; further: strong numbers were not always called active
#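 system = RFP-PRO-GFP reporter HT1080 cells | dosing = 20 µM single dose, 1% DMSO | timing = overnight cell settling, then overnight compound exposure, 37 °C, 5% CO2 | read-out basis = GFP/RFP fluorescence ratio | controls = DMSO and RFP-L50D-GFP cell wells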
# bovine MsrA act: activates bovine MsrA enzyme. purified bovine MsrA, absorbance read-out. activation, % at 10.6 µM. 360,000 tested, 0.3% active; in the data active means activation above about 7.5%;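 further: 0% = vehicle and 100% = reference activator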
# CendR NRP1 mod: alters CendR peptide binding to human NRP-1 | O14786 | inhibition, % at 25 µM | 360,000 tested, 0.85% active | FAM-RPARPAR peptide binding to NRP-1, fluorescence polarization | AID 602438;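 active means inhibition or corrected inhibition above about 18%, plus a signal ratio from 0.5 to 1.5, limit read from the data, passing the limit was not always enough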; further: strong numbers were not always called active
# An asterisk follows results filed as active; . = not tested or not shown.
SMILES,SKN-1 block,FAS TE block,eLon inh,MsrA inh,Tb MetRS inh,MLLE-PAM2 inh,MT1-MMP act inh,bovine MsrA act,CendR NRP1 mod
CCCC(CCC(=O)Nc1nccs1)C(=O)O (stereo not given),-23,0,5,-0.8,-0.3,-7,-1,-1,2
CC1CN(c2oc(Cc3cccc4ccccc34)nc2C#N)CC(C)O1 (stereo not given),29,29,6,-0.5,-0.6,-7,-2,2,5
CC(=O)c1cn(CC(=O)Nc2ccc(C)cc2)c2ccccc12,8,-8,-6,-0.6,0.1,-13,0,0,10
O=C(O)CSc1nnc(C2COc3ccccc3O2)n1-c1ccccc1 (stereo not given),-11,-3,-6,-0.1,-0.2,-15,0,0,2
CC(=O)c1cccc(N=C2NC(=O)C(CO)(CO)S2)c1,-18,-3,-6,-0.2,-0.2,13,-5,0,7
COc1ccc(OC)c(/C=C/C(=O)OCC(=O)NCc2cccs2)c1,-3,-1,-3,1.4,-0.4,-4,0,-4,-3
O=C(CN1C(=O)c2ccccc2C1=O)OCC(=O)c1ccc(F)cc1,6,-3,-3,-1.6,-0.3,-30,1,-3,-12
Cc1cc(C)c2nc(-c3ccccn3)cc(C(=O)NCc3cc(C)n(C)n3)c2c1,10,-3,2,0.6,-0.7,4,4,0,-18
Cc1ccc(NCC(=O)c2ccccc2)cc1Cl,0,-4,8,-0.1,0.2,15,0,-2,-18
O=C(CCN1CCc2ccccc2CC1)c1ccc2c(c1)OCCO2,7,-8,13,-0.4,-0.5,24,-1,-8,-11
Cc1ccccc1CN(C)CC(=O)Nc1ccccc1Oc1ccccc1,9,18,-9,0.5,-1.6,-1,0,-11,15
Cc1ncc([N+](=O)[O-])n1CCOC(=O)C12CC3CC(CC(C3)C1)C2,5,8,-2,-0.3,0.4,2,-2,-1,0
O=S1(=O)CC(N2CCN(CC3CC3)CC2)CN1C1CCCCC1 (stereo not given),0,-11,-6,0.5,-0.1,6,2,-2,-7
CN(CCOc1ccccc1)C(=O)C1CCC(=O)N(CCN2CCOCC2)C1 (stereo not given),-9,-2,3,-0.2,-0.2,5,0,-4,8
COc1ccc(NC(=O)c2ccc(COc3ccccc3)o2)c(OC)c1,-3,22,0,-0.8,-0.3,7,-2,-2,5
O=C(COC(=O)Cc1c[nH]c2ccccc12)Nc1c(Cl)cccc1C(F)(F)F,12,-2,-7,-2.0,-0.3,-2,-1,-5,3
CCCc1cc(=O)[nH]c(SCC(=O)N(CCOC)c2c(N)n(Cc3ccccc3)c(=O)[nH]c2=O)n1,23,-6,1,-0.1,-0.2,5,4,-1,6
COc1cccc(/C=C/C(=O)OCC(=O)Nc2ccc(Cl)c(S(=O)(=O)N(C)C)c2)c1OC,-4,9,0,1.1,-1.1,7,-1,-5,4
O=C(C1=C(O)C(=O)N(Cc2ccco2)C1c1ccccc1)c1cccs1 (stereo not given),3,-1,9,1.3,-0.2,15,-1,-3,3
COc1ccc(CNC(=O)Nc2nnc([C@@H]3C[C@H](O)[C@@H](CO)O3)s2)cc1,11,-14,4,0.9,-0.2,-11,2,-1,11
O=C(Nc1ccc(F)cc1)c1cn(-c2ccccc2)nc1-c1ccncc1,-4,7,-4,2.4,0.0,8,-7,-1,4
O=C(O)/C=C\C(=O)NNC(=O)c1cc(-c2ccccc2)n[nH]1,14,-2,14,-0.1,0.2,22,1,-3,3
CCCNC(=O)C1(CC2CC(c3ccccc3)=NO2)CCN(C(=O)CCCCCBr)CC1 (stereo not given),3,-8,-8,.,-0.2,4,3,0,22
CCc1cccc(NC(=O)CCSCCC(=O)Nc2cccc(CC)c2)c1,1,11,0,0.4,0.5,10,3,-1,11
N#Cc1c(-c2ccccc2)cc(-c2ccccc2)[nH]c1=O,-8,-3,1,0.6,-0.9,3,2,-3,-5
CN=C(Nc1cc(C)nn1-c1ccccc1)c1ccccc1,-3,-7,3,-0.8,-1.0,9,-3,-6,2
Cc1ccc(C)c(NC(=O)COC(=O)c2nn(C)c(=O)c3ccccc23)c1,1,0,-5,-0.2,-0.1,-12,-1,-2,-3
COC(=O)COc1cccc(NS(=O)(=O)c2cccc([N+](=O)[O-])c2)c1,4,0,-2,-0.3,-1.0,-4,0,-4,14
COc1ccccc1NC(=S)N1CCn2cccc2C1c1cccnc1 (stereo not given),-10,2,-3,-1.2,-0.6,-30,1,-5,-4
CN(CC(=O)Nc1ccc(F)cc1)C(=O)CSc1nncs1,9,-4,4,0.4,0.5,-15,3,-2,19
COc1ccccc1C(C)Nc1ccc(S(=O)(=O)N2CCN(C)CC2)cc1[N+](=O)[O-] (stereo not given),-2,14,3,-1.0,-0.1,-19,0,-1,14
CNC(=O)C[C@H]1C(=O)N(c2ccccc2)C[C@@H]1CSC,-5,-7,-17,-1.2,-0.7,-2,1,2,10
CCOC(=O)c1c(/N=C/C2=C(O)CCCC2=O)sc(C)c1C,-1,-10,-5,2.2,-0.1,17,-1,0,4
Nc1nc(NCCCN2CCOCC2)nc(Nc2ccccc2F)c1[N+](=O)[O-],8,2,1,3.1,-0.1,5,-9,-5,9
CCN1CCCC1CNC(=O)Cn1cccc1C(=O)c1ccccc1 (stereo not given),7,-9,-8,0.8,0.5,-7,3,1,8
CCCCONc1ncnc2nonc12,-7,-4,-5,2.2,0.7,9,-5,-2,-6

# A second format for 2 compounds above.
smiles	SKN-1 block	FAS TE block	eLon inh	MsrA inh	Tb MetRS inh	MLLE-PAM2 inh	MT1-MMP act inh	bovine MsrA act	CendR NRP1 mod
CNC(=O)C[C@H]1C(=O)N(c2ccccc2)C[C@@H]1CSC	-5	-7	-17	-1.2	-0.7	-2	1	2	10
CCOC(=O)c1c(/N=C/C2=C(O)CCCC2=O)sc(C)c1C	-1	-10	-5	2.2	-0.1	17	-1	0	4

# (cont.)
SMILES,SKN-1 block,FAS TE block,eLon inh,MsrA inh,Tb MetRS inh,MLLE-PAM2 inh,MT1-MMP act inh,bovine MsrA act,CendR NRP1 mod
COc1ccc(Br)cc1C(=O)N/N=C/c1cccnc1,1,-3,-4,-0.7,-0.4,10,5,-5,4
O=C(Nc1ccccc1Cl)C1CCCN(S(=O)(=O)c2ccc(F)cc2)C1 (stereo not given),-14,5,2,0.8,-0.9,6,-1,-10,4
O=C(NNC(=O)C1CC1)c1ccc(-c2ccccc2)cc1,10,0,0,1.6,-0.7,-8,6,-1,-17
O=C(COC(=O)c1ccccc1Nc1ccccc1)NCc1ccccc1Cl,10,7,2,0.0,0.0,1,0,-3,4
CCCNC(=O)CN1CCC(c2nc3ccccc3[nH]2)CC1,16,-4,4,0.5,0.2,8,1,-3,5
CC[N+](CC)=N/N=C1\C=CC[N+]([O-])=C1,1,-1,-5,1.4,0.2,.,7,-4,-7
COc1ccc(-c2cc(C(F)(F)F)nc(SCc3cccc(C(=O)O)c3)n2)cc1,8,-8,2,-0.6,-0.4,-2,5,-3,-21
O=C1C(=NO)CCCc2ccccc21,-1,-9,9,-0.3,-0.3,-27,4,-1,6
COc1ccc(OC)c(NC(=O)Nc2ccc3c(c2)OCO3)c1,15,6,-15,-0.3,-0.5,6,-1,-5,-4
Cc1ccc(S(=O)(=O)NC(C)(C)CN2CCC(Cc3ccccc3)CC2)cc1,3,13,-5,-2.1,0.1,-22,9,0,-4
CCN(CC)C(=O)[C@H]1C[C@H](CC(=O)NCCc2ccccn2)C(=O)N2CCc3c([nH]c4ccc(Cl)cc34)[C@]12C,2,-5,-5,0.9,-1.3,-6,4,-1,-5
COc1ccc(S(=O)(=O)Cc2ccc(C(=O)N3CCN(c4cccc(C)c4)C(C)C3)o2)cc1 (stereo not given),25,11,0,2.0,-0.1,8,-9,1,11
Cc1cc(NC(=O)CSCc2ccccc2)no1,10,-1,-4,0.6,-0.5,1,-5,4,-2
O=C(NNC(=O)c1cccs1)c1ccccn1,22,-7,0,-0.3,-0.2,5,4,-1,-9
CC(C)(C)CC(=O)NC(=S)NCCc1ccccc1,12,8,0,-1.2,-0.5,32,-10,-1,11
COc1ccc(N/C=C/C(=O)C(F)(F)F)cc1,3,-4,-8,1.6,-0.5,9,3,-6,-5
CCOC(=O)CN1CC23C=CC(O2)C(C(=O)NCc2ccccc2OC)C3C1=O (stereo not given),-14,-2,2,-0.1,0.7,5,-2,-1,-2
O=C(Nc1ccc(C2CC2(Cl)Cl)cc1)c1cccc([N+](=O)[O-])c1 (stereo not given),28,91*,-7,-0.8,-0.3,15,10,-8,-25
CC(C)C(=O)N1CCN(c2ccc(NC(=O)c3ccco3)cc2Cl)CC1,2,2,-13,-0.8,0.7,3,-1,-2,16
C=CCc1cc(S(=O)(=O)c2ccc(O)c(CC=C)c2)ccc1O,-13,5,14,0.2,-0.3,-4,-1,-2,11
COc1cc(/C=N/n2cnnc2)ccc1OCc1ccccc1,1,-7,-6,0.7,-0.7,-8,-5,-9,-4
CC1(C)CC(NNCCC#N)=CC(=[N+]2CCCC2)C1,21,-5,-27,-0.5,0.4,-67,-2,-2,-9
Cc1cccc2sc(N(CCN(C)C)C(=O)c3cc(Cl)sc3Cl)nc12,-3,13,-6,1.6,-0.4,19,1,-4,6
CCOC(=O)CC(=O)CSc1nc(N)c(C#N)c(-c2ccc(F)cc2)c1C#N,6,0,-18,0.4,-0.7,-3,-3,-4,-5

# An excerpt of these results, with tabs.
canonical_smiles	SKN-1 block	FAS TE block	eLon inh	MsrA inh	Tb MetRS inh	MLLE-PAM2 inh	MT1-MMP act inh	bovine MsrA act	CendR NRP1 mod
COc1cc(/C=N/n2cnnc2)ccc1OCc1ccccc1	1	-7	-6	0.7	-0.7	-8	-5	-9	-4
CC1(C)CC(NNCCC#N)=CC(=[N+]2CCCC2)C1	21	-5	-27	-0.5	0.4	-67	-2	-2	-9

# Continuation:
SMILES,SKN-1 block,FAS TE block,eLon inh,MsrA inh,Tb MetRS inh,MLLE-PAM2 inh,MT1-MMP act inh,bovine MsrA act,CendR NRP1 mod
O=C(C(c1ccccc1)c1ccccc1)N1CCCc2ccccc21,-13,23,3,0.1,-0.5,1,-10,-10,-5
CCOC(=O)C1=C(COC(=O)C2CC(=O)N(c3ccccc3F)C2)NC(=O)NC1C (stereo not given),2,-3,-9,-0.3,0.1,-11,-2,-2,-1
CCOC(=O)C1=C(C)NC(C)=C(C(=O)OCC)C1/C=C/c1ccccc1,-16,23,-1,1.1,0.6,1,-15,-2,2
O=C(c1ccccc1[N+](=O)[O-])N1CCCN(C(=O)c2ccccc2[N+](=O)[O-])CC1,8,-11,0,1.1,0.3,13,3,0,6
CCOc1ccc(Cl)cc1-c1cc(C(=O)Nc2ccc(C(C)C)cc2)[nH]n1,-1,24,-11,0.6,0.1,-5,-6,1,-5
Cc1sc2nc(SCC(=O)NCCOCCO)nc(N)c2c1C,6,-9,9,-0.2,-0.5,1,2,1,-11
COc1cccc(NC(=O)Cn2c3ccc(F)cc3c3nc4n(c(=O)c32)CCCS4)c1,13,17,1,2.4,-0.1,-9,-3,-2,6
O=C1Cc2ccccc2C(=O)N1c1cccc(Cl)c1,23,0,-9,0.9,-0.5,23,1,-3,2
Cc1ccc(CC(=O)N2CCC(c3nc4c(nnn4Cc4ccccc4)c(=O)[nH]3)CC2)cc1,2,7,7,0.0,-1.1,3,2,-6,17
O=C(NNc1ccc([N+](=O)[O-])cc1)C1C2CCCCC21 (stereo not given),8,14,-12,1.6,0.3,-1,-2,-3,3

# Assay outcomes deposited in PubChem BioAssay by several laboratories.
